Screens (PubChem BioAssay)
LGR2 antag: blocks bursicon-induced cAMP signaling via Drosophila LGR2; HEK293 LGR2, CRE-luciferase, bursicon-stimulated, 4 h; inhibition, % at 9.99 µM; hit rate 0.35% among 380,000;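 active means drop in luminescence signal, shown as inhibition above about 50% in the replicate tests, limit read from the data, passing the limit was not always enough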;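 further: agonist challenge used bursicon conditioned medium at about half maximal strength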
PAX8 inh HTS: inhibitors of PAX8 transcriptional activity in RMG-I cells; inhibition, % at 12.6 µM; RMG-I TPO-luciferase reporter, SteadyGlo, 24 h; hit rate 1.2% among 360,000;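 active means mean replicate inhibition at least 60% with every replicate also reaching 60%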;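 further: luciferase light reporting Pax8 driven TPO promoter activity; plate controls were median of neutral control wells for no effect and mitoxantrone controls for full effect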
PGC1a acetyl inh: modulators of PGC1a acetylation | U2OS PGC1a acetylation, AlphaScreen anti-acetyl-lysine; with virally co-expressed GCN5 acetyltransferase | inhibition, % at 15.6 µM | hit rate 0.17% among 350,000;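 active means every replicate shows inhibition of at least 40%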;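 further: 0% = neutral control wells and 100% = positive control wells; some results beyond the cut were filed as inactive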
EWS-Fli inh: inhibitors of EWS/Fli oncoprotein transcriptional activity | A673 NR0B1-luciferase reporter, viability-normalised | hit rate 0.67% among 350,000 | inhibition, % at 12.6 µM | AID 651661;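 active means mean inhibition of at least 50% after viability correction, with every replicate also passing that limit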;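 further: firefly luciferase signal divided by Alamar Blue viability fluorescence both relative to DMSO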
PglD DTNB: inhibitors of Campylobacter jejuni PglD acetyltransferase; purified PglD enzyme, DTNB colorimetric CoA detection; inhibition, % at 12.5 µM; hit rate 0.098% among 360,000; AID 602405; in the data active means inhibition above about 16%, passing the limit was not always enough; further: strong numbers were not always called active
FN deposit inh: fibronectin deposition inhibition. AH1F fibroblasts, Alexa488-fibronectin deposition fluorescence, overnight. inhibition, % at 12.6 µM. hit rate 0.086% among 350,000. AID 743247;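 active means mean inhibition across replicates of 30% or more, regardless of how many single replicates reach that level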;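 further: positive control wells lacked labelled fibronectin entirely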
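Test system: AH1F fibroblast monolayer depositing Alexa488-labelled fibronectin into matrix. Input: 10000 cells per well. Technique: fluorescence, ex 485 nm, em 525 nm. Buffer or medium: DMEM plus 2% serum, read in PBS. Timing: 1 h cell adhesion before compound, then overnight fibronectin incubation. Compound: single dose, pinned. Read-out basis: inhibition from reduced deposited-fibronectin fluorescence.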
ERAP1 HTS inh: ERAP1 (human) enzyme inhibition | AID 652197 | hit rate 0.15% among 340,000 | recombinant ERAP1, Leu-AMC fluorescence, 60 min | inhibition, % at 10.7 µM;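 active means mean replicate inhibition of at least 30%, or all replicates individually reaching that 30% level; inactive means mean below 30% and not every replicate reaching it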;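 further: 0% = neutral control wells and 100% = L-leucinethiol positive control wells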
Target sequence (Q9NZ08 whole entry, looked up): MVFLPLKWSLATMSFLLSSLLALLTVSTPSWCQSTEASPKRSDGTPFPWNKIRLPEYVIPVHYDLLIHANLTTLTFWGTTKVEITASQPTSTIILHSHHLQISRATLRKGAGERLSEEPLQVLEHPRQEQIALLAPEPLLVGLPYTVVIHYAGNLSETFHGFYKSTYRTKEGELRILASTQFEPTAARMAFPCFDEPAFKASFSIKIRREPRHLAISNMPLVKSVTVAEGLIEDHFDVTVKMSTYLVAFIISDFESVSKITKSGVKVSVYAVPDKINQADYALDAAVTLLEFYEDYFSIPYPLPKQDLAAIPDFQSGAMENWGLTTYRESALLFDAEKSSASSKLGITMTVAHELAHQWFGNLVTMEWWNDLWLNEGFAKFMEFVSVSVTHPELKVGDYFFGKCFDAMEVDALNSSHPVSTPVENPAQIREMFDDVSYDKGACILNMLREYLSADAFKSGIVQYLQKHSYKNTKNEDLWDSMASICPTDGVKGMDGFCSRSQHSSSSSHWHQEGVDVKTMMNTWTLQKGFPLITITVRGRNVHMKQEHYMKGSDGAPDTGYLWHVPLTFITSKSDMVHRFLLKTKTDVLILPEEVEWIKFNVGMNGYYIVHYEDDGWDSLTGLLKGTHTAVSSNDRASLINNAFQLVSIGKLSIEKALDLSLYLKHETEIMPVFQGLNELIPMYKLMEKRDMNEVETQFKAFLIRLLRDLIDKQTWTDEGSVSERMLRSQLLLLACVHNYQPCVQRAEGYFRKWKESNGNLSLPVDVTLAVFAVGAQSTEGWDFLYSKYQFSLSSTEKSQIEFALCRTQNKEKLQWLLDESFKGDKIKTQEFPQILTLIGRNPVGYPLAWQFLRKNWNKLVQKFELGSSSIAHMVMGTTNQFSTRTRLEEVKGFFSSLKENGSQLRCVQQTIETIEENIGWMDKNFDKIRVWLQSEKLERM
S100A4 MyoIIA: inhibitors of human S100A4 binding to myosin IIA peptide. P26447. S100A4/TAMRA-MyoIIA peptide fluorescence polarization. inhibition, % at 10.7 µM. hit rate 0.14% among 360,000. AID 652163;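 active means mean inhibition of at least 70% across replicates, with every replicate also reaching that level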
Target sequence (P26447 whole entry, looked up): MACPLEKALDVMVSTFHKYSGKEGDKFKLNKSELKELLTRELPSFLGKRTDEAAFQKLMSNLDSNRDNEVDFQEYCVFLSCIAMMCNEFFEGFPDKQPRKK
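Material: S100A4 monomer (human). Medium: Calcium-containing HEPES buffer, pH 7.2. Probe or stimulus: labelled myosin peptide probe, 5 nM. Compound dosing: one concentration per compound. Timing: polarization read 5 min after assay mix addition, stable 5–60 min. Benchmarks: DMSO as neutral control, TFP as positive control.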
The depositor's hits bear a star; / = not tested or not shown.

# | Compound | LGR2 antag | PAX8 inh HTS | PGC1a acetyl inh | EWS-Fli inh
1 | COc1ccc(CNS(=O)(=O)c2ccc3c(c2)N(C)CCO3)cc1 | 8 | -1 | 0 | -5
2 | c1ccc(-c2nc3c4ccccc4ccn3c2CN2CCOCC2)cc1 | -96 | -20 | -1 | -67
3 | COc1ccc(CC(=O)N(Cc2ccccc2)c2ccccc2)cc1S(=O)(=O)N1CCOCC1 | 9 | 12 | / | /
4 | Cc1ccc(S(=O)(=O)Oc2ccccc2N2C(=O)C3C4CCC(C4)C3C2=O)cc1 (stereo unspecified) | 1 | 13 | 4 | 9
5 | N#Cc1ncc(Cc2ccccc2)nc1C#N | 12 | 25 | -1 | 15
6 | COc1cc(CC(=O)Nc2cc(S(=O)(=O)N3CCOCC3)ccc2N2CCCC2)cc(OC)c1OC | 14 | 8 | / | 4
7 | CSc1nc(NS(=O)(=O)c2cc(Br)ccc2Br)cc(=O)[nH]1 | 4 | 10 | 0 | -4
8 | CCN1C(=O)CC(C(=O)O)SC1=Nc1ccc(OC)cc1 (stereo unspecified) | / | -6 | -3 | /
9 | Cn1cccc1Cc1nnc(SCC(N)=O)n1-c1ccc(F)cc1 | -5 | -5 | / | 2
10 | C[C@H]1Cn2cnc(C(=O)N3CCN(c4ccccc4)CC3)c2C(=O)N1 | 7 | -1 | / | 0

# | PglD DTNB | FN deposit inh | ERAP1 HTS inh | S100A4 MyoIIA
1 | -1 | 3 | 1 | -1
2 | 2 | -7 | / | -1
3 | 8 | / | -3 | -1
4 | 4 | 2 | 1 | -15
5 | 3 | -2 | 1 | 0
6 | -1 | 0 | -3 | 2
7 | 3 | 4 | 0 | -2
8 | 0 | -2 | / | /
9 | 2 | 12 | / | -2
10 | / | -10 | -2 | 0

New compounds follow.
# | Compound | LGR2 antag | PAX8 inh HTS | PGC1a acetyl inh | EWS-Fli inh
11 | C=CCn1c(Cc2ccccc2)nnc1SCc1nc2ccccc2c(=O)[nH]1 | -6 | 11 | -8 | 3
12 | CCOC(=O)N1CCN(C(=O)Cc2ccccc2[N+](=O)[O-])CC1 | -3 | 15 | / | 21
13 | Cc1ccc(S(=O)(=O)N(C)C[C@H]2Oc3c(NC(=O)NC4CCCCC4)cccc3C(=O)N([C@@H](C)CO)C[C@H]2C)cc1 | -10 | 14 | 1 | 14
14 | C[C@@H]1CN([C@H](C)CO)C(=O)c2cc(C#CC3CC3)cnc2O[C@@H]1CN(C)Cc1ccccn1 | -10 | / | -10 | -9
15 | COc1ccc(S(=O)(=O)Nc2ccc3c(c2)C(=O)N([C@@H](C)CO)C[C@@H](C)[C@@H](CN(C)Cc2ccc(C(F)(F)F)cc2)O3)cc1 | 3 | / | 0 | 19
16 | C[C@@H]1CN([C@@H](C)CO)C(=O)c2cccc(NC(=O)Nc3ccc(F)cc3)c2O[C@H]1CN(C)C(=O)Nc1ccccc1 | -1 | / | -8 | 6
17 | CN1CCN(C(=O)/C(=C\c2cccc([N+](=O)[O-])c2)NC(=O)c2cccs2)CC1 | 5 | 4 | 2 | 0
18 | N#C[C@@H]1N[C@@H](CO)[C@@H]1c1ccc(C#CC2CCCCC2)cc1 | 10 | -12 | -6 | -19
19 | O=C(Cc1ccc(Br)cc1)Nc1cccc(S(=O)(=O)N2CCOCC2)c1 | -4 | 15 | -4 | 8
20 | NC(=O)c1ccsc1NC(=O)COC(=O)c1ccncc1 | 16 | / | -5 | 3

# | PglD DTNB | FN deposit inh | ERAP1 HTS inh | S100A4 MyoIIA
11 | / | 10 | 2 | -3
12 | 0 | -1 | -3 | 0
13 | 0 | / | 0 | 15
14 | -1 | -3 | -2 | -1
15 | -4 | / | 0 | -7
16 | 2 | / | -1 | -11
17 | / | / | -4 | 3
18 | -2 | -3 | 4 | 0
19 | -3 | 0 | 0 | 1
20 | 0 | -7 | -1 | -1

Additional compounds:
# | Compound | LGR2 antag | PAX8 inh HTS | PGC1a acetyl inh | EWS-Fli inh
21 | CN1CCc2c(sc(NC(=O)Cc3ccccc3)c2C#N)C1 | -2 | 0 | -6 | -2
22 | Cc1ccc(C)c(S(=O)(=O)N2CCN(C(=O)CCc3nc4ccccc4c(=O)[nH]3)CC2)c1 | 6 | / | / | 12
23 | CO[C@H]1CN(C)C(=O)c2cc(NS(=O)(=O)CC(F)(F)F)ccc2OC[C@H](C)N(Cc2ccccn2)C[C@H]1C | 1 | 9 | -15 | -4
24 | NC(CSC(c1ccccc1)(c1ccccc1)c1ccc2c(c1)OCO2)C(=O)O (stereo unspecified) | -2 | -1 | -10 | -5
25 | C=CCCC(=O)Nc1nc(C)c(-c2csc(Nc3ccccc3OC)n2)s1 | -8 | 9 | -1 | 38
26 | CC1CCCCN1c1nc(-c2ccncc2)nc2ccccc12 (stereo unspecified) | / | -5 | -9 | /
27 | O=C(Cc1ccccc1)NCC(=O)N/N=C/c1ccc(C(=O)O)cc1 | 10 | -1 | 8 | /
28 | C[C@@H]1CCCCO[C@@H](CN(C)S(=O)(=O)c2ccccc2)[C@@H](C)CN([C@H](C)CO)C(=O)c2cc(NS(C)(=O)=O)ccc2O1 | -3 | 10 | 8 | 0
29 | O=C(O)c1ccc(-c2nc(-c3ccccc3)c(-c3ccccc3)[nH]2)cc1 | -16 | -21 | / | 8
30 | CN1c2ccccc2C(O)=C(C(=S)Nc2ccccc2)S1(=O)=O | / | 20 | 5 | /

# | PglD DTNB | FN deposit inh | ERAP1 HTS inh | S100A4 MyoIIA
21 | -3 | -5 | 4 | 27
22 | 10 | 5 | 0 | -7
23 | 5 | -11 | 6 | 1
24 | 1 | / | 0 | -5
25 | -1 | -1 | -1 | 2
26 | 5 | 10 | -4 | 1
27 | 1 | / | -31 | 1
28 | -3 | / | 3 | 2
29 | / | 8 | -6 | -3
30 | -2 | 3 | / | /

Following part:
# | Compound | LGR2 antag | PAX8 inh HTS | PGC1a acetyl inh | EWS-Fli inh
31 | CN(C(=O)Nc1ccccc1)n1cnc2ccccc2c1=O | 1 | 17 | 16 | -1
32 | C[C@@H]1CN([C@@H](C)CO)S(=O)(=O)c2ccc(C#Cc3ccc(F)cc3)cc2O[C@@H]1CN(C)C(=O)NC1CCCC1 | -8 | / | 16 | 15
33 | COc1ccccc1NS(=O)(=O)c1cccc(C(=O)N/N=C/c2ccccc2OCC(=O)O)c1 | 15 | 5 | / | -11
34 | O=C(CSc1nc2ccccc2c(=O)n1CCC(=O)N1CCCCC1)NCc1ccccc1 | / | 22 | -26 | /
35 | COc1cccc(NC(=O)N2CC(=O)N3[C@H](C2)[C@H](c2ccc(C4=CCCCC4)cc2)[C@@H]3CO)c1 | 0 | / | -1 | -1
36 | CCCC(=O)Nc1ccc2c(c1)C(=O)N(C)C[C@H](OC)[C@@H](C)CN(Cc1ccccc1F)[C@H](C)CO2 | -8 | / | 8 | 6
37 | O=C(Cn1c(=O)cnc2ccccc21)N1CCCc2ccccc21 | 2 | 7 | / | 5
38 | CC(=O)N(/N=C1/C(=O)Nc2ccccc21)c1ccccc1 | -39 | -56 | / | -60
39 | C=CCn1c(Cc2nc3ccc(Cl)cc3[nH]2)n[nH]c1=S | / | -26 | 9 | /
40 | O=C(C[C@@H]1CC[C@@H](NC(=O)C2CCOCC2)[C@@H](CO)O1)NCc1ccccc1Cl | -14 | 8 | 11 | 4

# | PglD DTNB | FN deposit inh | ERAP1 HTS inh | S100A4 MyoIIA
31 | -1 | -8 | 1 | -14
32 | 1 | 7 | -2 | -59
33 | -4 | 14 | -2 | -6
34 | -1 | -9 | / | /
35 | / | -2 | / | /
36 | -3 | 8 | 3 | -5
37 | 0 | 4 | 4 | -4
38 | -2 | 1 | -1 | -10
39 | 4 | -2 | / | /
40 | 13 | -5 | -1 | -44

The list continues.
# | Compound | LGR2 antag | PAX8 inh HTS | PGC1a acetyl inh | EWS-Fli inh
41 | O=C(Cn1ncc2c(=O)oc3ccccc3c21)NCCc1ccsc1 | 11 | -14 | / | 5
42 | COc1ccc(C#Cc2cccc(-c3nc(C(=O)N[C@@H]4CCN(Cc5ccccc5)C4)cc4c3[C@@H](CCO)N(S(=O)C(C)(C)C)C4)c2)cc1OC (stereo partly specified) | / | 18 | -18 | 5
43 | c1ccc(COc2cccc(CNn3cnnc3)c2)cc1 | 1 | / | -3 | 1
44 | O=C(C[C@H]1C[C@@H]2c3cc(NS(=O)(=O)c4ccc(F)cc4)ccc3O[C@@H]2[C@H](CO)O1)NCc1ccc(Oc2ccccc2)cc1 | 0 | 34 | 1 | 25
45 | O=C(NCc1cccnc1)c1cc2nc(-c3cccs3)cc(C(F)(F)Cl)n2n1 | -26 | 8 | / | -6
46 | O=C(C[C@H]1CC[C@@H]2[C@H](COC[C@@H](O)CN2CC2CCOCC2)O1)N1CCOCC1 | 5 | -4 | 6 | 10
47 | CCOc1cc(CNc2ncnc3nc[nH]c23)ccc1OC | / | 17 | 2 | 3
48 | Cc1nc(C(=O)N2CCCC(C(=O)c3ccc(Cl)cc3)C2)cs1 (stereo unspecified) | 39 | -10 | / | -9
49 | O=C(O)c1cccc(CSc2ncccn2)c1 | -1 | / | 10 | /
50 | Cc1ccc(-c2nc(CS(=O)(=O)CC(=O)NCCN3CCOCC3)c(C)o2)cc1 | 12 | 8 | -10 | 0

# | PglD DTNB | FN deposit inh | ERAP1 HTS inh | S100A4 MyoIIA
41 | 0 | 5 | 6 | 5
42 | / | / | -3 | -8
43 | 1 | / | 0 | -4
44 | -1 | / | -4 | 0
45 | -4 | 12 | 8 | 5
46 | 0 | 0 | -1 | 1
47 | 2 | -3 | 0 | -3
48 | / | -3 | -1 | -3
49 | 6 | 2 | 0 | 2
50 | 5 | -12 | -1 | -14

Next results
# | Compound | LGR2 antag | PAX8 inh HTS | PGC1a acetyl inh | EWS-Fli inh
51 | CC(=O)N(C)C[C@@H]1Oc2ncc(C#Cc3cccc(F)c3)cc2C(=O)N([C@@H](C)CO)C[C@@H]1C | 3 | / | / | 4
52 | COc1ccc(S(=O)(=O)NC(=O)C2(C)CCN2C(=O)Cc2ccccc2Cl)cc1OC (stereo unspecified) | 13 | 3 | -1 | -6
53 | Cc1ccc(C(=O)N/N=C\c2ccc[nH]2)cn1 | / | -18 | -4 | /
54 | Cc1ccc(-c2c(C#N)c(N)nc3c2CCCC3)s1 | / | 2 | 5 | /
55 | C[C@H]1CN([C@@H](C)CO)C(=O)c2cc(NC(=O)Cc3ccccc3)ccc2O[C@@H]1CN(C)C | -1 | -4 | -4 | 2
56 | Cc1ccc(CONC(=O)c2ccc(Cl)cc2)cc1 | -67 | -161 | -10 | -44
57 | CCN1/C(=C2/SC(=S)N(C)C2=O)C=Cc2cc(C)ccc21 | -6 | -14 | 4 | -30
58 | COCC(=O)Nc1ccc2c(c1)OC[C@@H](C)N(C(=O)CN1CCOCC1)C[C@@H](C)[C@H](OC)CN(C)C2=O | -7 | / | -6 | 5
59 | CCCC#Cc1ccc2c(c1)O[C@H](CN(C)C(=O)Nc1ccccc1F)[C@H](C)CN([C@@H](C)CO)S2(=O)=O | 11 | 19 | -1 | 10
60 | O=C(Cn1nnc(-c2cccc(C(F)(F)F)c2)n1)N1CCOCC1 | 1 | / | 6 | -1
61 | COc1ccc(C(=O)CSc2nc3nn(-c4ccccc4)c(=O)c-3c3n2CCCCC3)c(OC)c1 | 17 | 1 | 1 | -7

# | PglD DTNB | FN deposit inh | ERAP1 HTS inh | S100A4 MyoIIA
51 | -2 | 8 | 0 | -17
52 | 2 | / | 2 | -4
53 | 2 | 0 | / | /
54 | 1 | 4 | / | /
55 | -6 | / | -1 | -5
56 | 6 | 3 | -2 | -3
57 | 2 | 11 | 4 | -1
58 | 2 | 15 | 1 | -15
59 | -6 | -23 | 2 | -20
60 | -7 | / | 2 | 0
61 | -6 | -8 | -4 | -9
